# West Nile antiviral: West Nile virus antiviral activity, cell-based, CPE readout (AID 1621). one-dose CPE inhibition, % at 10 µM; IC50 in µM for titrated hits. West Nile virus-infected cells, CPE inhibition; higher % means a stronger effect. 0.02% of 290,000 active; in the data active = a potency from the dose series; inconclusive = CPE inhibition mostly from about 3.7% at the one dose, without a potency; inactive = the rest, 99 in 100 with CPE inhibition below about 2.2%; note: strong numbers were not always called active
# Siah-1 displacement: Siah-1 peptide-binding antagonists, primary screen, biochemical, fluorescence polarization, rhodamine-plectin, uHTS (AID 1817). E3 ubiquitin-protein ligase SIAH1 (Homo sapiens). Siah-1 / rhodamine-plectin peptide fluorescence polarization; higher % means a stronger effect. one-dose displacement, % at 20 µM; IC50 in µM for titrated hits. 0.02% of 290,000 active;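 active = displacement of at least 50% at 20 µM, with a fluorescence ratio check between 0.3 and a set limit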;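 note: plate controls were Siah plus tracer with DMSO for no effect and tracer alone without Siah for full effect; strong numbers were not always called active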
# CSM14.1 death rescue: rescue of cells from ER stress-induced death, primary screen, 384-well, CSM14.1, thapsigargin, ATP luminescence (AID 1222); one-dose cellular ATP content (survival), % at 20 µM; EC50 in µM for titrated hits; CSM14.1 thapsigargin-induced death rescue, ATP luminescence; higher % means a stronger effect; 190,000 tested, under 10 active;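 active = EC50 below 50 µM in the dose-response confirmation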;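 note: death triggered by thapsigargin at about 15 µM added after 2 h compound pretreatment; cell ATP read after overnight thapsigargin exposure of roughly 18 to 22 hours; normalized against plate controls of thapsigargin alone and 5% DMSO vehicle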
# P. falciparum M17LAP: P. falciparum M17LAP inhibitors, primary screen, biochemical, fluorogenic H-Leu-NHMec substrate, 1536-well (AID 1619). Leucine aminopeptidase (Plasmodium falciparum (isolate 3D7)). recombinant M17LAP, H-Leu-NHMec fluorogenic kinetic assay; higher % means a stronger effect. inhibition, % at 30 µM, or IC50 in µM where a hit was titrated. 0.38% of 220,000 active;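 active = compound inhibiting the enzyme by more than half at any dose during confirmatory dose-response retesting; inconclusive = strong single-dose inhibitors picked by rank but not retested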;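 note: plate controls were full reaction with DMSO carrier for no effect and no enzyme background for full effect; strong numbers were not always called active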
# XIAP antagonists: XIAP antagonists, biochemical, IAP family, fluorescence polarization (AID 1018). displacement, % at 20 µM, or IC50 in µM where a hit was titrated. XIAP BIR domain, fluorescence polarization peptide displacement; higher % means a stronger effect. E3 ubiquitin-protein ligase XIAP (Homo sapiens). 0.007% of 200,000 active; in the data active = displacement above about 50%; note: a part of the inactive calls stands beside numbers as strong as those of hits
# Yfh1-depleted yeast: enhancers of respiration in Yfh1-depleted yeast, dose response, Friedreich's ataxia, plus single-dose screen (AID 1465); S. cerevisiae Yfh1-off respiration, WST-1 reduction, 72 h; higher fold induction means a stronger effect; fold induction at 50 µM, or EC50 in µM where a hit was titrated; 0.074% of 220,000 active;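 active = fold induction of absorbance versus untreated yeast above a set limit, then at least 30% activation at any dose in follow-up; inconclusive = repeats straddling the limit, or above it without dose testing; inactive = fold induction below the set limit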;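 note: activators that raise dye reduction in frataxin-depleted yeast; strong numbers were not always called active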
# Salmonella PhoP GFP: inhibitors of PhoP regulon expression, primary screen, Salmonella Typhimurium, GFP reporter (AID 1863). S. Typhimurium PhoP-regulated promoter GFP reporter, 4 h; higher % means a stronger effect. one-dose inhibition, % at 50 µM; IC50 in µM for titrated hits. 0.16% of 300,000 active;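 active = inhibition over 29.93%, a cutoff 3 SD above the screen mean, later confirmed by dose response; inconclusive = inhibition over 29.93% but no dose response follow-up; inactive = inhibition at most 29.93% or unconfirmed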;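 note: 0% = low Mg2+ inducing control and 100% = high Mg2+ repressing control; strong numbers were not always called active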
# M1AAP inhibition: P. falciparum M1AAP inhibitors, biochemical, fluorogenic H-Leu-NHMec substrate, 1536-well (AID 1445). 0.42% of 220,000 active. recombinant M1AAP, H-Leu-NHMec fluorogenic kinetic assay; higher % means a stronger effect. inhibition, % at 30 µM, or IC50 in µM where a hit was titrated;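 active = primary inhibition above the hit cutoff, then over 50% inhibition at one or more dose response concentrations, cut at about 23% in these data, passing the limit was not always enough; inconclusive = conflicting primary data, or primary hits not chosen for dose response; inactive = low primary inhibition, or under 50% at every dose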;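 note: plate controls were DMSO full reaction for no effect and no enzyme background for full effect; strong numbers were not always called active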
# PMI inhibition: human PMI inhibitors, high substrate, primary screen, biochemical, fluorescence intensity, high mannose 6-phosphate (AID 1220) | inhibition, % at 20 µM; hits with a dose series show IC50 in µM | recombinant PMI enzyme, coupled fluorescence intensity; higher % means a stronger effect | 0.66% of 190,000 active; in the data active = inhibition above about 50%
# Numbers without * were called inactive; i = inactive; ? = inconclusive; . = not tested or not shown.
SMILES,West Nile antiviral,Siah-1 displacement,CSM14.1 death rescue,P. falciparum M17LAP,XIAP antagonists,Yfh1-depleted yeast,Salmonella PhoP GFP,M1AAP inhibition,PMI inhibition
CCOC(=O)N1CCC(NC(=O)CS(=O)(=O)Cc2nc(-c3cccc(OC)c3)oc2C)CC1,-1.0%,4%,2.0%,-1%,-6.9%,i,-2%,5%,0%
O=C(NC1CCSC1=O)C1CCCCC1 (stereo unspecified),-0.2%,-9%,0.8%,5%,-5.7%,i,1%,3%,2%
CCCCOc1ccc(N2C(=O)CC(NCc3ccncc3)C2=O)cc1 (stereo unspecified),0.7%,-4%,-2.2%,-10%,-10%,i,-7%,18%,0%
O=C1C2(c3ccccc3)CN(CCCO)CC1(c1ccccc1)CN(CCCO)C2,-0.6%,-5%,3.0%,1%,-3.6%,i,-3%,1%,-4%
Cc1cc(C)c(C#N)c(SCC(=O)c2cccs2)n1,0.0%,4%,-2.3%,-2%,-2.4%,i,-8%,2%,8%
COc1ccc(-n2cnnc2SCc2ncc(-c3ccccc3)o2)cc1,-0.9%,8%,-1.4%,2%,0.0%,i,4%,0%,2%
Cc1ccc(CNC(=O)C(NS(=O)(=O)c2ccc3nc(C)sc3c2)C(C)C)cc1 (stereo unspecified),-0.7%,9%,0.0%,2%,1.1%,i,-12%,6%,-2%
CCOC(=O)c1cc(C(=O)OCC)cc(-n2c(C)cc(C(=O)CN3CCOCC3)c2C)c1,-0.2%,0%,0.9%,14%,-1.8%,i,9%,10%,4%
O=C(CN1CCN(c2ncc(C(F)(F)F)cc2Cl)CC1)N1CCN(c2ncc(C(F)(F)F)cc2Cl)CC1,0.7%,0%,0.4%,25%,-13%,i,-4%,?,-3%
O=C(C1CCCO1)N1N=C(c2ccc(Br)cc2)CC1c1ccco1 (stereo unspecified),-2.0%,-1%,0.8%,13%,-4.3%,i,-2%,0%,-2%
CC(C)CC(=O)NNC(=O)c1ccc(Cl)cc1,-0.5%,3%,-1.4%,.,-7.8%,i,.,.,3%
CCCCC(O)(CCCC)C(=O)NN(C(=O)CCl)c1ccccc1,?,1%,-0.2%,-4%,-8.4%,i,5%,0%,-1%
COC(=O)C1=C(C)N(Cc2ccco2)C(=O)N[C@H]1c1ccc(Br)cc1,.,-3%,-4.5%,4%,-6.3%,.,6%,1%,3%
Clc1ccc(C2[C@H]3CN(Cc4ccc(-c5ccccc5)cc4)[C@H](c4ccccc4)C34CC2(c2cccnc2)C4)cn1 (stereo partly specified),-0.3%,-2%,.,-7%,.,i,0%,4%,.
O=C(Nn1c(-c2ccc(F)cc2)nc2ccccc2c1=O)C1CCCCC1,-0.6%,-3%,-3.7%,1%,-2.4%,i,-7%,9%,11%

# Sorted by the number under M1AAP inhibition (highest first): three from the list above
compound	M1AAP inhibition
CCCCOc1ccc(N2C(=O)CC(NCc3ccncc3)C2=O)cc1 (stereo unspecified)	18%
Clc1ccc(C2[C@H]3CN(Cc4ccc(-c5ccccc5)cc4)[C@H](c4ccccc4)C34CC2(c2cccnc2)C4)cn1 (stereo partly specified)	4%
O=C1C2(c3ccccc3)CN(CCCO)CC1(c1ccccc1)CN(CCCO)C2	1%

# Next part.
SMILES,West Nile antiviral,Siah-1 displacement,CSM14.1 death rescue,P. falciparum M17LAP,XIAP antagonists,Yfh1-depleted yeast,Salmonella PhoP GFP,M1AAP inhibition,PMI inhibition
CC(=O)Nc1c(C(=O)N2CCCCCC2)cnn1-c1ccccc1Cl,0.1%,2%,1.0%,2%,-9.6%,i,3%,4%,-4%
COC(=O)CNC(=O)Cn1nc(C)c([N+](=O)[O-])c1C,-0.5%,0%,-0.6%,2%,-6.7%,i,-1%,0%,0%
O=C(CNc1ccccc1)N/N=C/c1cn(-c2ccccc2)nc1-c1ccccc1,-1.1%,-4%,-3.5%,6%,-1.0%,i,-11%,5%,9%
COC(C(=O)Nc1ccc(Cl)cc1C)c1ccccc1 (stereo unspecified),-0.4%,17%,-0.1%,17%,-1.6%,i,-1%,1%,1%
S=C1NCN(Cc2ccccc2)CN1,1.8%,-6%,.,0%,.,i,-3%,-2%,.
CC(=O)c1c(O)cc(C(C)C)n(-c2ccccc2)c1=O,-0.8%,6%,-0.1%,9%,-0.5%,i,-1%,11%,10%
Cc1ccc(/C=N/NC(=O)Cc2cccn2C)s1,0.8%,-2%,-2.1%,59%,3.2%,i,-1%,11%,-9%
COC(=O)Cn1ncn2cccc2c1=O,0.1%,3%,-0.4%,-1%,-4.6%,i,-6%,1%,6%
CCN(CC)CCC/C(=N\O)C(O)(c1ccccc1)c1ccccc1,1.1%,4%,0.1%,.,2.7%,i,.,.,4%
CCCS(=O)(=O)c1c(S(=O)(=O)CCC)c2cnccn2c1C(=O)c1ccc(CC)cc1,-0.2%,4%,-0.4%,3%,-0.1%,i,-3%,0%,-3%
CCn1c(SCC(=O)OC(C)C)nnc1-c1ccccc1OC,0.4%,0%,1.0%,-2%,-3.5%,i,-3%,-4%,-3%
Cc1nn(C)c(C(=O)NNC(=S)Nc2ccc(F)cc2)c1[N+](=O)[O-],0.6%,2%,2.8%,14%,-8.8%,i,-3%,4%,-7%
FC(F)(F)Sc1ccc(NC(=S)NCc2ccccc2)cc1,-0.5%,2%,.,1%,.,i,-4%,7%,.
CCOC(=O)C1(CCOc2ccccc2)CCN(Cc2cccc3c2OCO3)CC1,-1.6%,-1%,0.1%,-7%,-2.2%,i,-8%,18%,1%
O=C(COC(=O)/C=C/c1ccc(S(=O)(=O)N2CCc3ccccc32)cc1)NC1CCS(=O)(=O)C1 (stereo unspecified),0.1%,-1%,2.4%,4%,-4.3%,i,-6%,6%,7%
O=C(CCOc1ccccc1)Nc1nnc(-c2ccc3c(c2)OCCO3)o1,0.4%,5%,2.5%,-1%,-5.5%,i,-9%,4%,1%
CC(=O)Nc1cccc(/C(C)=N/NC(=O)c2ccc(O)cc2)c1,-0.1%,8%,-1.4%,5%,-9.9%,i,1%,7%,5%
CCOC(=O)C1=C(C)NC(C)=C(C(=O)OCC)C1c1ccccn1,0.1%,0%,-0.8%,-6%,-4.2%,i,18%,-2%,-3%
CCOC(=O)C1=C(C)OC(N)=C(C#N)C1c1cccc(C)c1 (stereo unspecified),0.8%,1%,-2.2%,.,0.9%,i,.,.,23%
COC(c1ccccc1)c1nnc(CCC(=O)NC2C3CC4CC(C3)CC2C4)o1 (stereo unspecified),-0.5%,8%,-0.9%,9%,-3.3%,i,-6%,-2%,4%
N/C(=N\OC(=O)CCC1CCCC1)c1ccncc1,-0.3%,1%,-1.3%,-2%,-6.1%,i,3%,-2%,18%
CCCSc1nc(NCc2ccco2)c2c3c(sc2n1)COC(C)(CC)C3 (stereo unspecified),0.5%,2%,-0.9%,-2%,-4.5%,i,-7%,3%,6%
O=c1c2cc(Br)ccc2[nH]c(=S)n1Cc1ccccn1,-1.4%,1%,-2.8%,13%,-6.3%,i,2%,9%,-7%
O=C(OCCO)c1cc(Cl)c(C(=O)OCCO)cc1Cl,0.1%,6%,-0.4%,-2%,-0.4%,i,-12%,4%,2%
CC(=O)Oc1cccc(N2C(=O)c3ccc(C(=O)Nc4c[nH]c(=O)[nH]c4=O)cc3C2=O)c1,0.5%,4%,-0.8%,2%,-2.9%,i,-1%,5%,-3%
COc1ccc(CC(=O)Nc2nnc(C(C)C)s2)cc1,-0.2%,6%,3.1%,-2%,-4.7%,i,1%,-2%,10%
COC(=O)c1ccc(C2/C(=C(/O)c3ccc(OC)cc3)C(=O)C(=O)N2Cc2ccco2)cc1 (stereo unspecified),.,-5%,-0.9%,.,2.9%,.,.,.,-24%
Cc1ccc(S(=O)(=O)Cn2nnnc2CN2CCOCC2)cc1,0.1%,-1%,-1.7%,-10%,-3.8%,i,13%,-3%,-2%
CCOC(=O)c1cnn(-c2cc(Oc3ccccc3)ncn2)c1N,0.1%,2%,1.8%,-11%,-5.8%,i,-2%,-4%,-4%
O=C(Cn1c(NCCCO)nc2ccccc21)c1ccc(Br)cc1,-0.2%,0%,0.2%,11%,-4.7%,i,-1%,2%,0%
Cc1ccc(-n2nc3c(c2NC(=O)c2cccs2)CSC3)cc1,-0.5%,0%,-0.3%,20%,1.2%,i,16%,12%,5%
CC1(C)Cc2nc3oc4c(SCC(N)=O)ncnc4c3cc2CO1,-0.1%,-3%,.,-12%,.,i,-6%,-3%,.
Cc1sc2c(c1C)CN(Cc1ccncc1)CN2C(=O)c1ccco1,-0.8%,-4%,-1.9%,-2%,-2.0%,i,-9%,-1%,12%
COc1ccc(CSc2ncn[nH]2)cc1[N+](=O)[O-],0.9%,5%,-1.4%,37%,-11%,i,0%,3%,-2%
CCN(CC)C(=O)CSc1nc2cc3c(cc2c(=O)n1CCCC(=O)NCCc1ccc(OC)c(OC)c1)OCO3,2.3%,-2%,16%,14%,-6.7%,i,3%,7%,5%
COCc1cc(=O)n2[nH]c(-c3ccc(C)cc3)cc2n1,-0.4%,0%,-2.1%,-2%,1.6%,i,-8%,7%,20%
O=C(NC(=S)N1CCN(C/C=C/c2ccccc2)CC1)c1c(F)cccc1F,-0.7%,25%,0.0%,2%,-17%,i,-6%,1%,6%
Nc1ccc2c(c1)OCCOCCOCCOCCOCCO2,-0.1%,-3%,.,1%,-4.1%,i,-3%,5%,48%
O=C(/C=C/c1ccc(Cl)c(Cl)c1)NC1=NCCS1,0.2%,0%,-1.3%,18%,-6.4%,i,8%,2%,-8%
Oc1[nH]c2ccccc2c1N=Nc1nc(Nc2ccccc2)nc(N2CCOCC2)n1,0.7%,-7%,.,12%,.,i,-3%,15%,.
COC(=O)C1=[N+]([O-])OC(C(=O)OC)C1c1c[nH]c2ccccc12 (stereo unspecified),0.0%,0%,-0.8%,-20%,-4.0%,i,-24%,8%,17%
CC(=O)c1sc(-c2ccccc2)cc1NS(=O)(=O)c1ccc(C)cc1,0.2%,0%,.,1%,.,i,2%,-2%,.
O=[N+]([O-])c1ccc(CNC2CCCc3ccccc32)cc1 (stereo unspecified),-0.3%,8%,-1.9%,-9%,-3.7%,i,81µM*,-5%,-10%
CCOC(=O)CC(NS(=O)(=O)c1ccc(OC)c(C)c1)c1cccc([N+](=O)[O-])c1 (stereo unspecified),-1.3%,8%,-0.7%,9%,-57%,i,4%,-4%,12%
CCN(CC)c1nc2ccccc2nc1-n1nc(C)cc1C,0.0%,3%,3.3%,-3%,-7.9%,i,6%,25%*,-4%
COc1ccc(C(C#N)N2CCC(c3ccccc3)=N2)cc1OC (stereo unspecified),-1.1%,0%,0.0%,2%,-1.4%,i,12%,3%,-6%

# Compound activity from PubChem BioAssay.
